Bioassay records as filed in PubChem.
LMPTP block – LMPTP phosphatase inhibitors, primary screen, biochemical, fluorescence intensity, uHTS. recombinant LMPTP-A, OMFP fluorogenic substrate. inhibition, % at 20 µM. hit rate 0.22% among 360,000;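 active = compounds that cut the enzyme signal by at least half of the control window in the single-dose screen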;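 note: plate controls were DMSO wells with enzyme plus substrate for no effect and substrate without enzyme for full effect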
Target sequence (P24666 whole entry, looked up): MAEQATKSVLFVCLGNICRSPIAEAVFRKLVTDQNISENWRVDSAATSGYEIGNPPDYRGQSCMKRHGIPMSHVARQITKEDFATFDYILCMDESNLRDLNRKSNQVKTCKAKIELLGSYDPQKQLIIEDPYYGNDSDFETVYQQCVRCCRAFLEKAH
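Test system – LMPTP-A enzyme · Amount – LMPTP-A at 0.625 nM final in the reaction · Buffer or medium – Bis-Tris pH 6.0, DTT, detergent · Reagent – OMFP 400 µM · Doses – single 20 µM dose · Schedule – reaction 50 min, room temperature, dark · Detection – fluorescence intensity of OMFP turnover product · Evaluation – percent inhibition versus substrate-only and uninhibited controls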
DNMT1 inh – human DNMT1 methyltransferase inhibitors, primary screen, biochemical, molecular beacon, fluorescence, HinP1I cleavage, uHTS; AID 588458, 2011; inhibition (reported as % activation of signal), % at 10 µM; hit rate 0.83% among 360,000; in the data active = inhibition above about 50%
STEP block – STEP phosphatase inhibitors, primary screen, biochemical, fluorescence intensity, uHTS; Tyrosine-protein phosphatase non-receptor type 5 (Homo sapiens), P54829; recombinant STEP, OMFP fluorogenic substrate; inhibition, % at 20 µM; hit rate 0.25% among 360,000;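 active = inhibition at 20 µM, scaled per plate between control wells, above about 37%, limit read from the data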;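 note: 0% = DMSO with enzyme and substrate and 100% = substrate only without enzyme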
Target sequence (P54829 whole entry, looked up): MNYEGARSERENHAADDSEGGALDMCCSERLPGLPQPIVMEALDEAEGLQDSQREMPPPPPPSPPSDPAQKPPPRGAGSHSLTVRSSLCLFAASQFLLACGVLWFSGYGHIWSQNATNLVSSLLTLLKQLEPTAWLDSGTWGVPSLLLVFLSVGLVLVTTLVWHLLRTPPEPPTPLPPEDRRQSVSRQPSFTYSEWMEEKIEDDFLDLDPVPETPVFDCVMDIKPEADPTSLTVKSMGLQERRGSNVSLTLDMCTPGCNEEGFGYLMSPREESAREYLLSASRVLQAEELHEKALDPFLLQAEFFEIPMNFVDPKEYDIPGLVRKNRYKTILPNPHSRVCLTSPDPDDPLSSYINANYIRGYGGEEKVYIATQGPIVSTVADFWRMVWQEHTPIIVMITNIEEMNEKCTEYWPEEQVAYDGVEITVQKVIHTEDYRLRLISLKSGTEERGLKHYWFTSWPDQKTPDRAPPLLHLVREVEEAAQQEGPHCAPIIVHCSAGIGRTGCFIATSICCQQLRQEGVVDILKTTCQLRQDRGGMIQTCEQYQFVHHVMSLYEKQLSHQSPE
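material = STEP tyrosine phosphatase | reagent = fluorogenic phosphatase substrate OMFP at 25 µM final | doses = single compound dose of 20 µM, 1% DMSO final | schedule = 20 min reaction, room temperature, in the dark | measured by = fluorescence, 480/540 nm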
CSN inh – inhibitors of CSN-mediated cullin deneddylation, primary screen, biochemical, fluorescence polarization, uHTS | COP9 signalosome complex subunit 5 (Homo sapiens), Q92905 | Purified CSN, SCF-Nedd8-OG deneddylation | inhibition, % at 12.5 µM | hit rate 0.38% among 360,000 | AID 651999, 2013;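 active = pattern-corrected inhibition above about 35%, with an unprinted fluorescence ratio check between 0.5 and 1.5, limit read from the data, passing the limit was not always enough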;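 note: 0% = enzyme with substrate and 100% = substrate without enzyme; some results filed as inactive read as strong as hits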
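Schedule: reaction 90 min, room temperature / Assay system: HEK293T-derived human Csn5 enzyme / Input: Csn5 at 0.24 nM final / Measure: inhibition of Csn5 cleavage, % / Control set: substrate-only high control, full reaction low control / Technique: fluorescence polarization of the substrate / Buffer or medium: Tris/NaCl/DTT buffer, pH 7.5 / Reagent: SCFSkp2-Nedd8OG substrate at 10 nM final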
SUMO1-SIM PPI – modulators of SUMO1 protein-protein interactions, primary screen, biochemical, uHTS. SUMO1 binding to a labelled peptide, TR-FRET, 1 h. inhibition, % at 20 µM. hit rate 0.33% among 360,000. AID 602429, 2012; in the data active = inhibition above about 37%
Target sequence (P63165 whole entry, looked up): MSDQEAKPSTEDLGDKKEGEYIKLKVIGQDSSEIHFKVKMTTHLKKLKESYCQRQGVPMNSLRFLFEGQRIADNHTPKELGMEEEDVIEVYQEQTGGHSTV
Neddyl block – inhibitors of cullin neddylation, primary screen, biochemical, TR-FRET, uHTS, NAE and Ubc12; NEDD8-conjugating enzyme Ubc12 (Homo sapiens) + NEDD8-activating enzyme E1 regulatory …; calls only at 25 µM; hit rate 0.58% among 360,000; in the data active = inhibition above about 36%
NadD block – inhibitors of S. aureus NadD, primary screen, biochemical, colorimetric, uHTS; inhibition, % at 20 µM; Nicotinate-nucleotide adenylyltransferase NadD (Staphylococcus aureus N315); hit rate 0.78% among 360,000; purified NadD enzyme, colorimetric absorbance read-out; AID 602399, 2012; in the data active = inhibition above about 26%; note: some compounds past the cut are filed as inactive
Scp1 inh – Scp-1 phosphatase inhibitors, primary screen, biochemical, colorimetric, uHTS; Carboxy-terminal domain RNA polymerase II polypeptide A small phosphatase 1 (Homo …; Recombinant Scp1, phosphopeptide, malachite green phosphate absorbance; inhibition, % at 20 µM; hit rate 0.88% among 340,000; AID 493091, 2011;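 active = inhibition above about 50% at 20 µM, limit read from the data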;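 note: plate controls were DMSO wells with enzyme for no effect and wells lacking enzyme for full effect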
Target sequence (Q9GZU7 76-261 limits assumed): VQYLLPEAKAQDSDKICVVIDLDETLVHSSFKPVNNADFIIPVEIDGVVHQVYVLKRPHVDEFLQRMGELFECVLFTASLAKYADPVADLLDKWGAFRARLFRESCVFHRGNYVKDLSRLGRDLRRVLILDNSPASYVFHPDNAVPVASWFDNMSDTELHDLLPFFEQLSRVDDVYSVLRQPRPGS
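assay system = SCP-1 phosphatase catalytic domain, residues 76-261 | buffer or medium = 50 mM Tris acetate pH 5.5, 0.005% Tween-20, 10 mM MgCl2 | incubation = enzyme reaction 45 min at room temperature, colour 5 min, stabilisation 30 min | signal = Phosphate-binding colour reagent, absorbance read at 630 nm | measure = % inhibition at 20 µM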
Rpn11 inh – Rpn11 (PSMD14) deubiquitinase inhibitors, primary screen, biochemical, fluorescence polarization, uHTS; human 26S proteasome, Ub4-pepOG fluorescence polarization; 20S core pre-blocked with epoxomicin; calls only at 20 µM; hit rate 0.59% among 360,000; AID 588493, 2011;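 active = inhibition at 20 µM, scaled to each plate's controls, above about 33%, limit read from the data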
Rin1 Abl inh – inhibitors of Rin1-Abl protein binding, primary screen, biochemical, TR-FRET; AID 588664, 2011; Tyrosine-protein kinase ABL1 (Homo sapiens) + Ras and Rab interactor 1 (Homo sapiens), …; hit rate 0.4% among 360,000; inhibition, % at 7.35 µM; in the data active = inhibition above about 5%, passing the limit was not always enough
The depositor's hits bear a star; i = inactive; nt = not tested or not shown; + = active, no number.

LMPTP block	DNMT1 inh	STEP block	CSN inh	SUMO1-SIM PPI	Neddyl block	smiles	NadD block	Scp1 inh	Rpn11 inh	Rin1 Abl inh
-0.3	-0.6	-2.7	0.6	-1.2	i	O=C(CSCc1cnn(-c2ccccc2)c1-n1cccc1)NCC1CCCO1 (stereo not drawn)	2.0	-4.3	i	3.2
-1.9	-0.7	-0.1	-3.6	-3.3	i	Cc1ccc(CC(=O)Nc2nncs2)cc1	2.9	-1.1	i	0.5
2.4	0.9	0.5	-2.9	-9.3	i	CCOc1ccc(N(C(=O)c2snc(C(N)=O)c2N)C(C)C(=O)NC2CCCCC2)cc1 (stereo not drawn)	-1.3	-2.8	i	3.7
-2.5	3.8	1.7	-2.7	-8.4	i	Cc1c(NC(=O)COC(=O)/C=C/c2ccccc2Br)c(=O)n(-c2ccccc2)n1C	4.4	-2.2	i	1.1
0.1	6.6	-0.4	-3.1	7.6	i	Cc1ccc(S(=O)(=O)N2[C@@H](c3ccc(Cl)cc3)C(C(=O)O)=CC[C@H]2c2cccc(C)c2)cc1	10.2	-8.2	i	4.7
-1.2	1.6	3.2	-1.4	0.1	i	O=S(=O)(NC1=NCCC1)c1cccc(NC(=S)NCCc2ccccc2)c1	3.8	-1.0	i	-0.2
1.1	1.1	-1.3	2.9	3.4	i	Cc1cc(C)cc(NC(=O)c2cccc(N3C(=O)C4C5C=CC(C5)C4C3=O)c2)c1 (stereo not drawn)	-7.0	-6.9	i	2.8
-0.4	-2.1	-1.2	-1.4	-0.5	i	CC(=O)Nc1ccc(NC(=O)/C=C/c2cccc(C(F)(F)F)c2)cc1	1.3	-4.9	i	-2.9
-2.0	2.9	-3.3	-3.6	4.3	i	N#CCCN1CCN(CCC#N)c2ccccc21	6.0	-2.2	i	-3.2
-0.1	89.1*	12.4	9.5	3.0	i	Cc1cc(C=O)c(C)n1-c1cc(C(=O)O)cc(C(=O)O)c1	-0.3	54.6*	i	2.4
-0.4	0.3	-1.7	-4.1	-0.7	i	Nc1c(C=C2C=CC(=O)C=C2)c(=O)nc2sc(CC(=O)N3CCOCC3)nn12	-4.9	-3.5	i	-0.7
-1.0	1.6	-19.5	1.5	-2.8	i	O=C(NCCCN1CCCCC1)c1ccc2c(c1)NC(=O)C(N1CCCCC1)S2 (stereo not drawn)	-13.2	-10.1	i	1.2
-0.6	-0.6	-1.8	-4.9	-3.7	i	O=C(COC(=O)Cc1ccc(Cl)cc1)Nc1c(F)cccc1F	-3.4	-3.7	i	-0.1
2.4	2.8	-4.2	0.0	5.1	i	CC(C)N(CC(O)COc1ccc(CC(N)=O)cc1)CC(O)COc1ccc(CC(N)=O)cc1 (stereo not drawn)	-15.8	4.5	i	3.2
0.3	1.8	1.1	-0.5	2.2	i	Cc1noc(C)c1COc1ccccc1C(=O)NCCc1ccc(S(N)(=O)=O)cc1	-11.4	-5.5	i	-1.1
3.5	2.5	-0.5	4.6	-0.5	i	COC(=O)c1c(C(=O)OC)c(-c2ccc(OC)cc2)n2c1CCC2	-9.2	-10.4	i	1.4
1.9	-1.2	-0.2	-4.0	-16.2	i	COc1ccc(N(CC(=O)NCc2ccc(F)cc2)C(=O)c2snc(C(N)=O)c2N)cc1	2.4	-7.2	i	-0.4
0.3	-1.6	-1.6	-1.4	-4.7	i	Cc1ccc(-n2c(SCC(=O)N(C)C)nnc2-c2ccco2)cc1	-6.7	8.4	i	0.8
-0.7	4.6	-3.4	0.2	0.9	i	COc1ccc(Sc2nnc(Cc3ccccc3)c3ccccc23)cc1	14.1	17.6	i	1.9
-0.7	-1.1	0.3	-2.1	-2.4	i	COCCn1c(C)cc(C(=O)CSc2nnc(C)s2)c1C	-9.2	-4.8	i	-0.4
0.8	25.7	9.2	30.2	-55.6	i	CCN1C(=O)/C(=C/C=C2/Sc3ccccc3N2CCO)SC1=S	15.0	-1.0	+	-2.7
-0.8	0.5	0.4	-2.9	-1.1	i	CCC(C(=O)Nc1ccc2c(c1)OCCO2)n1c(=O)[nH]c2ccccc2c1=O (stereo not drawn)	4.5	-5.2	i	-4.6
0.4	18.0	0.2	4.8	1.0	i	CCc1ccc(NC(=O)CSc2nc3cc(C(=O)OC)ccc3c(=O)n2Cc2ccco2)cc1	26.4	-2.0	i	-1.2
-0.9	-0.1	-0.3	-1.7	2.6	i	CCn1c(SCC(=O)NCc2ccco2)nnc1-c1ccc(N)cc1	5.6	1.1	i	1.4

Results in Rin1 Abl inh, STEP block and Neddyl block, for some of the entries so far:
compound	Rin1 Abl inh	STEP block	Neddyl block
CCc1ccc(NC(=O)CSc2nc3cc(C(=O)OC)ccc3c(=O)n2Cc2ccco2)cc1	-1.2	0.2	i
CCn1c(SCC(=O)NCc2ccco2)nnc1-c1ccc(N)cc1	1.4	-0.3	i

With a hit mark in Scp1 inh, among the entries above:
LMPTP block	DNMT1 inh	STEP block	CSN inh	SUMO1-SIM PPI	Neddyl block	smiles	NadD block	Scp1 inh	Rpn11 inh	Rin1 Abl inh
-0.1	89.1*	12.4	9.5	3.0	i	Cc1cc(C=O)c(C)n1-c1cc(C(=O)O)cc(C(=O)O)c1	-0.3	54.6*	i	2.4

New compounds follow:
LMPTP block	DNMT1 inh	STEP block	CSN inh	SUMO1-SIM PPI	Neddyl block	smiles	NadD block	Scp1 inh	Rpn11 inh	Rin1 Abl inh
0.0	0.7	-1.1	-1.6	6.0	i	CC1CCC(=NNC(=O)c2ccccc2-n2cccc2)CC1 (stereo not drawn)	-0.9	-5.8	i	1.9
0.2	4.2	7.3	1.1	-7.5	+	Cc1c(C(=O)O)sc2nc(/C=C/c3cccc(F)c3)[nH]c(=O)c12	1.5	81.0*	i	-0.3
27.5	66.3*	16.7	9.6	11.8	i	O=C(O)COn1c(-c2ccccc2)nc2ccc([N+](=O)[O-])cc21	-0.4	81.0*	i	2.0
-0.3	3.3	0.3	2.0	-0.5	i	COc1nc(OC)nc(N2CCC(C(=O)NCc3ccc(F)cc3)CC2)n1	1.5	0.4	i	4.0
-0.7	-0.8	-4.0	-0.9	2.6	i	COC1CCCN(Cc2c(C(=O)N3CCc4ccccc4C3)nc3ccc(Cl)cn23)C1 (stereo not drawn)	1.1	-3.1	i	-0.6
4.1	-21.6	2.0	-4.5	8.3	i	O=C1N[C@@H](Cc2c[nH]c3ccccc23)COC(=O)[C@H](Cc2ccc(F)cc2)C/C=C\C[C@H]1CC(=O)N(CCO)Cc1ccccc1	-2.8	-2.7	i	0.5
0.8	-10.6	0.6	-3.6	-0.4	i	C=CC[C@H](CC(=O)N(CCO)Cc1ccccc1)C(=O)NC[C@H](OC(=O)[C@@H](CC=C)CC(=O)OC(C)(C)C)c1ccccc1	-14.1	-11.3	i	1.3
-0.7	1.8	1.0	6.1	1.8	i	CC(C)c1cc(C(=O)N2CCCC(Nc3ccc(F)cc3)C2)n[nH]1 (stereo not drawn)	-3.3	-7.8	i	0.1
-2.2	2.5	2.7	7.3	-0.4	i	Cc1n[nH]c(C)c1NC(=O)CN1CCN(S(=O)(=O)c2ccc(C(F)(F)F)cc2)CC1	0.0	2.3	i	4.1
-2.3	0.7	-0.8	3.5	-3.2	i	COC1(OC)N=C(N)C2(C#N)C(c3ccc(C)cc3)C12C#N (stereo not drawn)	-1.6	1.1	i	-0.6
-2.0	5.3	-4.9	-1.0	-1.2	i	CCN1CCN(C(c2cc(OC)c(OC)c(OC)c2)c2nnnn2C(C)C)CC1 (stereo not drawn)	7.0	-3.1	i	0.5
0.9	0.7	7.3	2.7	5.5	i	CCOc1ccc(NC(=O)c2ccc(N3CC4CC(C3)c3cccc(=O)n3C4)c(N)c2)cc1 (stereo not drawn)	2.7	-5.3	i	-1.2
1.6	-2.2	-0.7	5.2	-2.5	i	CCOc1ccccc1N1CCN(CC(=O)NC(=O)NCc2ccco2)CC1	-0.7	-4.2	i	-0.5
-1.4	-2.3	-2.4	1.0	0.0	i	O=c1[nH]cnc2c1C1(CCCC1)Cc1ccccc1-2	5.2	-0.5	i	2.8
1.7	11.8	-5.9	-1.8	2.1	nt	Cc1ccc(N2C(=O)c3ccccc3NC2c2ccccc2O)cc1 (stereo not drawn)	-1.2	-4.4	i	1.4
-0.9	-0.3	0.1	2.0	1.7	i	CC(Oc1ccc2ccc(=O)oc2c1)C(=O)NCC1CCC(C(=O)O)CC1 (stereo not drawn)	-1.5	-1.3	i	-0.9
0.0	-2.6	1.1	-0.5	-0.9	i	N#Cc1ccc(C(=O)NCC(c2ccco2)N2CCCCC2)cc1 (stereo not drawn)	2.2	-4.6	i	-2.5
3.0	-0.7	2.5	-12.9	5.0	i	C/C(O)=C(/C=Nc1ccccc1)C(=O)Nc1ccccc1	-6.8	-8.4	i	-1.2
-1.9	0.8	-1.5	-2.3	1.9	i	Cc1c(Cl)cccc1N=C(N)N=C(N)N	-1.0	-3.1	i	9.1*

Pulled by structure from above (2):
LMPTP block	DNMT1 inh	STEP block	CSN inh	SUMO1-SIM PPI	Neddyl block	smiles	NadD block	Scp1 inh	Rpn11 inh	Rin1 Abl inh
3.0	-0.7	2.5	-12.9	5.0	i	C/C(O)=C(/C=Nc1ccccc1)C(=O)Nc1ccccc1	-6.8	-8.4	i	-1.2
-0.9	-0.3	0.1	2.0	1.7	i	CC(Oc1ccc2ccc(=O)oc2c1)C(=O)NCC1CCC(C(=O)O)CC1 (stereo not drawn)	-1.5	-1.3	i	-0.9
